From PubChem BioAssay
miR-122 sensor: miR-122 Renilla sensor signal increase in Huh7, primary screen, miR-122 inhibitor project, cell-based, single point, plate reader. Huh7 miR-122 Renilla luciferase sensor, 48 h; neutral wells = 0, positive control = 100. activation (reporter increase), % at 12.5 µM. 340,000 tested, 0.3% active. AID 602342, 2012;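 active means mean replicate activation score at least 90 and every replicate individually at or above 90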;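 further: higher luciferase means less miR-122 activity so hits act as miR-122 inhibitors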
PGC1a acetyl inh: inhibitors of PGC1a acetylation signal, primary screen, cell-based, U2OS, AlphaScreen, inhibitor mode; AlphaScreen anti-acetyl-lysine; with virally co-expressed GCN5 acetyltransferase; inhibition, % at 15.6 µM; 350,000 tested, 0.17% active; AID 651687, 2012;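 active means every replicate shows inhibition of at least 40%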;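 further: 0% = neutral control wells and 100% = positive control wells; some results beyond the cut were filed as inactive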
EWS-Fli block: EWS/Fli-driven NR0B1 reporter inhibitors, primary screen, A673 cells, NR0B1 luciferase, luminescence, MLPCN library; inhibition, % at 12.6 µM; 350,000 tested, 0.67% active; viability-normalised;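 active means mean inhibition of at least 50% after viability correction, with every replicate also passing that limit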;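 further: firefly luciferase signal divided by Alamar Blue viability fluorescence both relative to DMSO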
LGR2 inh: inhibitors of bursicon-induced LGR2 CRE-luciferase signal, primary screen, cell-based, HEK293, CRE-luciferase reporter, bursicon stimulation | inhibition, % at 9.99 µM | AID 720647, 2013 | 380,000 tested, 0.35% active | bursicon-stimulated, 4 h | Drosophila bursicon receptor LGR2 (rickets);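 active means drop in luminescence signal, shown as inhibition above about 50% in the replicate tests, limit read from the data, passing the limit was not always enough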;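 further: agonist challenge used bursicon conditioned medium at about half maximal strength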
PAX8 reporter: inhibitors of PAX8-driven TPO luciferase reporter, primary screen, RMG-I cells, single concentration | SteadyGlo, 24 h | inhibition, % at 12.6 µM | 360,000 tested, 1.2% active | AID 652154, 2013;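 active means mean replicate inhibition at least 60% with every replicate also reaching 60%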;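 further: luciferase light reporting Pax8 driven TPO promoter activity; plate controls were median of neutral control wells for no effect and mitoxantrone controls for full effect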
FN deposition inh: inhibitors of fibronectin matrix deposition, primary screen, AH1F cells, Alexa488-fibronectin fluorescence, plate reader. AH1F fibroblasts, overnight. 350,000 tested, 0.086% active. inhibition, % at 12.6 µM. AID 743247, 2014;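 active means mean inhibition across replicates of 30% or more, regardless of how many single replicates reach that level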;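 further: positive control wells lacked labelled fibronectin entirely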
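Schedule: 1 h cell adhesion before compound, then overnight fibronectin incubation; test system: AH1F fibroblast monolayer depositing Alexa488-labelled fibronectin into matrix; quantity: 10000 AH1F cells per well; probe or stimulus: fluorescent fibronectin at 24 nM final; signal: fluorescence, ex 485 nm, em 525 nm; evaluation: percent inhibition as loss of matrix-bound fibronectin fluorescence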
Casp6 inh: human caspase-6 inhibitors, primary screen, biochemical, VEID-R110 fluorescence, single point, set 2 | P55212 | purified caspase-6, Z-VEID-R110 cleavage fluorescence | inhibition, % at 12.5 µM | 350,000 tested, 0.53% active | AID 686996, 2013;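 active means mean inhibition across replicates at least about 35%, with every replicate also reaching that limit, limit read from the data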;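 further: 0% = median of neutral control wells and 100% = no fluorescence left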
Target sequence (P55212 24-179 limits assumed): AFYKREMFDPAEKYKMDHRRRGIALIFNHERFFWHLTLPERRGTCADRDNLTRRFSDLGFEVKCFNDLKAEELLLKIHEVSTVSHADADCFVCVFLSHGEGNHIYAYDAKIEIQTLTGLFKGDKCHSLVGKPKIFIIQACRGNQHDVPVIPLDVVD
Target sequence (P55212 194-293 limits assumed): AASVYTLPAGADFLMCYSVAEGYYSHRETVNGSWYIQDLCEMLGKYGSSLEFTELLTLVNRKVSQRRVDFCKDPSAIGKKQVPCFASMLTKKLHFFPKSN
Cneo AK release: Cryptococcus neoformans cell lysis inducers, primary screen, AK release luminescence, single concentration; lysis activity, % at 15 µM; 360,000 tested, 0.2% active; C. neoformans lysis, adenylate kinase release luminescence, 4 h; normalised: neutral wells 0, clomiphene wells 100;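 active means mean lysis activity across replicates of at least 80%, whatever share of replicates individually reach that level; inactive means mean lysis activity below 80%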
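Material: C. neoformans cells; Schedule: 4 h static compound exposure, 37 °C, read 1 h post-reagent; Measured by: adenylate kinase release luminescence; Read-out: signal increase indicating cell lysis; Controls: Clomiphene as positive lysis control.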
Active calls of the source: *; x = no result given; [ ] = another dose, or the depositor's remark.

SMILES	miR-122 sensor	PGC1a acetyl inh	EWS-Fli block	LGR2 inh	PAX8 reporter	FN deposition inh	Casp6 inh	Cneo AK release
CO[C@H]1CN(C)C(=O)c2cc(NC(=O)C3CC3)ccc2OC[C@H](C)NC[C@H]1C	x	11	-3	9	-26	-8	-5	x
CCCC#Cc1cnc2c(c1)C(=O)N([C@@H](C)CO)C[C@@H](C)[C@@H](CN(C)C(=O)NCCC)O2	20[16.7 µM]	5	-1	0	x	x	0	-3
CC(C)CC#Cc1ccc2c(c1)O[C@H](CN(C)C(=O)C1CC1)[C@@H](C)CN([C@H](C)CO)S2(=O)=O	36[16.7 µM]	-1	8	5	x	-27	x	x
COc1cccc(/C=N/Nc2nc(N3CCCC3)nc(N3CCCC3)n2)c1O	-1	-4	12	32	x	x	1	0
O=C(c1ccc(CNS(=O)(=O)c2ccc(F)cc2)cc1)N1CCCCCC1	5	-2	-69	5	-19	4	2	0
COc1ccc(-c2ccnc(SCC(=O)N3CCOCC3)n2)cc1	-4	-5	x	-7	x	-16	x	0
COc1ccc(NC(=O)c2cc(S(=O)(=O)N3CCOCC3)cs2)cc1	1	6	4	-17	4	-3	11	-1
CC1CCCN(C(=O)CNS(=O)(=O)c2cccs2)C1 (centres undefined)	-4	-4	-18	4	-30	-14	-1	-2
COCC(C)NC(=O)c1cccc(Cl)c1 (centres undefined)	-3	3	x	2	x	x	2	0
CC(C)c1ccc(N(CC(=O)NCC2CCCO2)C(=O)Cn2nnc(-c3cccs3)n2)cc1 (centres undefined)	-15	x	1	x	9	-3	3	-1
O=C(CSc1nc2ncc(Cl)cc2[nH]1)N1CCC(Cc2ccccc2)CC1	-10	-1	10	2	-7	x	0	-2
O=S(=O)(c1ccccc1)N1CCN(Cc2c(O)ccc3ccccc23)CC1	x	x	8	-8	14	1	-2	0
COc1ccc2[nH]c(=O)c(CN(CCc3ccccc3)Cc3nnnn3CC3CCCO3)cc2c1 (centres undefined)	29	-18	x	17	x	x	x	1
COC(=O)c1cc(=O)n(CCc2ccccc2F)c(=Nc2ccc(F)c(Cl)c2)s1	x	x	14	41	24	-12	-2	0
COc1cc(/C=N/NC(=O)c2cc(-c3ccco3)nc3ccccc23)cc(OC)c1O	x	-4	-5	13	14	2	-1	x
C[C@H]1CN([C@@H](C)CO)C(=O)c2cc(C3=CCCCC3)cnc2O[C@@H]1CN(C)C(=O)C1CCOCC1	2[16.7 µM]	3	-5	6	-12	-1	0	-3
COC(=O)c1ccc(-c2ccc(CNCC(O)c3ccccc3)o2)cc1 (centres undefined)	-5	-13	x	-1	x	x	x	30
COc1cccc(NC(=S)N(CCc2c(C)[nH]c3ccccc23)Cc2ccco2)c1	3	-2	6	-31	22	18	1	1
CCN(CC)C(=O)CN1CCN(c2ccccc2F)CC1	x	-2	x	-2	x	-10	-3	0
Cc1c(NC(=O)CCCN2C(=O)c3cccc4cccc(c34)C2=O)c(=O)n(-c2ccccc2)n1C	-5	x	-3	9	8	2	-2	x
CCCCN(C(=O)C1=COCCO1)c1c(N)n(CCC)c(=O)[nH]c1=O	x	x	-3	3	-7	3	-1	2
COc1cccc(NC(=O)CN(C)C(=O)Cc2ccc(Cl)cc2Cl)c1	x	x	-12	-6	-8	-4	-2	1
CC(=O)Oc1cccc(C(=O)Nc2ccccc2C(=O)N2CCCC2)c1	1	5	3	-2	10	-3	1	0
CCN(Cc1ccncc1)Cc1nc(Cc2ccccc2Cl)no1	-1	-6	7	-12	18	-4	1	-3

By substructure: those above with a furan ring, fused or not.
SMILES	miR-122 sensor	PGC1a acetyl inh	EWS-Fli block	LGR2 inh	PAX8 reporter	FN deposition inh	Casp6 inh	Cneo AK release
COc1cc(/C=N/NC(=O)c2cc(-c3ccco3)nc3ccccc23)cc(OC)c1O	x	-4	-5	13	14	2	-1	x
COC(=O)c1ccc(-c2ccc(CNCC(O)c3ccccc3)o2)cc1 (centres undefined)	-5	-13	x	-1	x	x	x	30
COc1cccc(NC(=S)N(CCc2c(C)[nH]c3ccccc23)Cc2ccco2)c1	3	-2	6	-31	22	18	1	1

Continuation.
SMILES	miR-122 sensor	PGC1a acetyl inh	EWS-Fli block	LGR2 inh	PAX8 reporter	FN deposition inh	Casp6 inh	Cneo AK release
Cc1ccc(C2C(C#N)=C(N)N(c3cccnc3)C3=C2C(=O)CCC3)c(C)c1 (centres undefined)	-11	-4	3	3	3	-3	0	x
CCS(=O)(=O)c1ccc2c(c1)N(S(=O)(=O)c1ccc(OC)cc1)CC(C(=O)O)O2 (centres undefined)	7	13	x	x	x	11	x	-3
C/C(=N\N=C1/SC(CC(=O)O)C(=O)N1c1ccccc1)c1ccc(C)cc1 (centres undefined)	-3	20	17	-5	4	x	3	-2
COc1ccc(OCCSc2ncnc3nc[nH]c23)cc1	-4	1	-46	-36	-80	1	-3	-2
O=C(NCCc1nc2ccc(Cl)cc2[nH]1)C1CCC(=O)N(Cc2cccc(F)c2)C1 (centres undefined)	0	x	x	-1	12	3	-1	1
COc1ccc(NC(=O)Nc2ccc3c(c2)CC(=O)N([C@H](C)CO)C[C@@H](C)[C@@H](CN(C)C(=O)NC2CCCCC2)O3)cc1	0[16.7 µM]	3	3	12	2	x	x	x
COC(=O)c1c(NC(=O)CN2CCC3(O)CCCCC3C2c2ccc(F)cc2)sc(C)c1C (centres undefined)	-3	x	x	-1	29	5	x	-2
CC(C)CN(C(=O)COC(=O)CCSc1ccc(Cl)cc1)c1c(N)n(Cc2ccccc2)c(=O)[nH]c1=O	-7	x	2	-8	-4	7	0	0
O=C(c1ccc(S(=O)(=O)Nc2ccccc2F)cc1)N1CCCCCC1	27	x	7	6	-6	-1	2	-1
Cc1cc(-c2ccccc2)nc2cc(C(=O)OC(C)C)nn12	2	-1	1	-23	-6	5	2	-1
O=S(=O)(c1ccccc1)c1nc(-c2ccc(Cl)cc2)oc1NCCCN1CCOCC1	1	7	5	-12	11	-7	-2	0
O=C(CCN1CCCCC1)N[C@H]1CC[C@H](CCn2cc(-c3cccc(F)c3)nn2)O[C@H]1CO	x	4	5	-5	8	7	-2	3

The final three compounds of the part before come first, to join the parts:
SMILES	miR-122 sensor	PGC1a acetyl inh	EWS-Fli block	LGR2 inh	PAX8 reporter	FN deposition inh	Casp6 inh	Cneo AK release
Cc1cc(-c2ccccc2)nc2cc(C(=O)OC(C)C)nn12	2	-1	1	-23	-6	5	2	-1
O=S(=O)(c1ccccc1)c1nc(-c2ccc(Cl)cc2)oc1NCCCN1CCOCC1	1	7	5	-12	11	-7	-2	0
O=C(CCN1CCCCC1)N[C@H]1CC[C@H](CCn2cc(-c3cccc(F)c3)nn2)O[C@H]1CO	x	4	5	-5	8	7	-2	3
Cn1cc(CN2CCN(c3ccccc3)CC2)c2ccccc21	-1	-5	x	x	x	-20	x	-1
Cc1cc(=O)oc2c(C)c(OCC(=O)NCCCN3CCCC3=O)ccc12	-2	-4	1	-2	2	-6	-1	7
CCN(CC)S(=O)(=O)c1ccc(C(=O)NCCSc2c[nH]c3ccccc23)cc1	11	19	41	x	16	3	-2	0
COc1ccccc1-c1ccc2c(c1)O[C@H](CN(C)C(=O)c1cccnc1)[C@@H](C)CN([C@H](C)CO)S2(=O)=O	-28[16.7 µM]	-7	-1	3	15	x	x	x
O=c1oc2ccccc2c(=O)c2ccccc12	5	4	-4	9	x	-5	-1	0
CCOC(=O)N1CCC(N2CCCC(C(=O)c3ccc4cc(OC)ccc4c3)C2)CC1 (centres undefined)	x	x	17	-2	2	14	-2	x
O=C(CCc1ccc(S(=O)(=O)NCCc2ccccc2)cc1)Nc1ccc2c(c1)OCO2	70	-10	0	-7	x	x	1	0
Cc1ccc(SCC(=O)OCC(=O)NC(C)c2ccc(F)cc2)cc1 (centres undefined)	-7	10	2	1	0	2	4	3
CCOC(=O)Cn1c(S(=O)(=O)Cc2ccccc2Cl)nc(-c2ccccc2)c1-c1ccccc1	11	-15	-13	7	x	x	0	17
COc1ccc(NC(=O)Nc2cccc3c2O[C@H](CN(C)Cc2ccc(C(=O)O)cc2)[C@H](C)CN([C@H](C)CO)C3=O)cc1	2[16.7 µM]	11	-9	-9	x	1	0	-11
COc1cccc(-c2nc(CSCC(=O)NCC3CCCO3)c(C)o2)c1 (centres undefined)	-8	-3	x	x	x	-1	x	2
CCCn1cc(CN2CCC(n3nccc3NC(=O)c3ccccc3)CC2)c(C)n1	3	3	x	-2	2	-6	-12	0
O=C(Nc1ccccc1N1CCN(C(=O)c2ccccc2)CC1)c1cccc(Cl)c1	3	-3	6	6	-3	-4	0	3
CC(C(=O)N1CCCCC1)N(C)CC(=O)Nc1ccc(Cl)cc1 (centres undefined)	x	2	4	0	18	-5	2	x
C[C@@H]1CN([C@H](C)CO)C(=O)c2cccc(NC(=O)Nc3ccc(C(F)(F)F)cc3)c2O[C@H]1CN(C)C	1[16.7 µM]	-7	-50	-19	6	x	2	-3
Cc1cccc(C)c1-n1nnnc1C(c1ccnc2ccccc12)N1CCN(C(=O)OCc2ccccc2)CC1 (centres undefined)	x	x	5	-12	11	-25	-1	x
COCCNC(=O)[C@H]1[C@H](CO)[C@H]2Cn3c(ccc(C4=CCCCC4)c3=O)[C@@H]1N2C(=O)C1CCC1	-2[16.7 µM]	-10	1	-6	4	x	-5	-3
CC1(C)Cc2c(sc3nc(SCC(=O)O)nc(N)c23)CO1	-3	17	-7	8	-10	0	-1	0
COc1cccc(NC(=O)[C@@H]2CCC(=O)N2C2OC(=O)c3ccccc32)c1 (some centres undefined)	-4	-1	30	-20	x	x	-1	3
CO[C@H]1CN(C)C(=O)c2ccc(NS(=O)(=O)CC(F)(F)F)cc2OC[C@H](C)N(C(=O)c2ccc3c(c2)OCO3)C[C@@H]1C	x	1	-9	3	-30	-15	-2	40
CCC(=O)Nc1ccc2c(c1)C(=O)N(C)[C@@H]1CC[C@@H](CC(=O)NCc3ccccc3)O[C@H]1CO2	5[16.7 µM]	3	-4	2	2	-7	0	3
COCC(=O)Nc1cc(C(=O)OC)cc(C(=O)OC)c1	-1	5	4	6	-13	3	-1	-1
O=C(NCc1ccncc1)C1Cc2c(-c3ccc4c(c3)OCO4)ccnc2O1 (centres undefined)	1	x	5	2	12	1	0	1
O=C(Cn1cnc2cc([N+](=O)[O-])ccc2c1=O)NCCc1ccc(Cl)cc1	-3	6	-11	10	17	x	x	0
Cc1cc(C)n2nc(SCC(=O)N3CCN(c4ccc(F)cc4)CC3)nc2n1	x	x	-8	4	1	-2	-2	0
CC(C)c1ccc(CNc2ccc3c(c2)ncn3C)cc1	8	3	-66	-64	-152	-6	0	16
COc1ccc(C2CC(=O)C(C=NCCCN3CCOCC3)=C(O)C2)cc1 (centres undefined)	6	-2	x	x	10	1	x	1
Cc1cccc(NC(=O)c2ccc(S(=O)(=O)N3CCN(C)CC3)cc2)c1C	1	1	4	-24	1	-6	-3	-2
C[C@@H]1CCCCO[C@@H](CN(C)CC2CCCCC2)[C@@H](C)CN([C@@H](C)CO)C(=O)c2cc(NS(=O)(=O)c3cccs3)ccc2O1	5[16.7 µM]	10	3	-5	-4	x	0	2
